# NPSR antag: antagonists of human neuropeptide S receptor cAMP signaling. 220,000 compounds, 1% hits. Potency, µM (top dose mostly 38.3 µM), without a hit: top-dose activity change, negative = inhibition, usual class: inhibitors. CHO-NPSR cells, cAMP TR-FRET, antagonist mode. Q6W5P4; note: potency is the fitted concentration of half-maximal effect; % is set by controls: 0 for no effect and ±100 for the full control effect; nearly all actives have a fitted effect of over 50% in size; many of its hits are not listed in these tables
# Target sequence (Q6W5P4 whole entry, looked up): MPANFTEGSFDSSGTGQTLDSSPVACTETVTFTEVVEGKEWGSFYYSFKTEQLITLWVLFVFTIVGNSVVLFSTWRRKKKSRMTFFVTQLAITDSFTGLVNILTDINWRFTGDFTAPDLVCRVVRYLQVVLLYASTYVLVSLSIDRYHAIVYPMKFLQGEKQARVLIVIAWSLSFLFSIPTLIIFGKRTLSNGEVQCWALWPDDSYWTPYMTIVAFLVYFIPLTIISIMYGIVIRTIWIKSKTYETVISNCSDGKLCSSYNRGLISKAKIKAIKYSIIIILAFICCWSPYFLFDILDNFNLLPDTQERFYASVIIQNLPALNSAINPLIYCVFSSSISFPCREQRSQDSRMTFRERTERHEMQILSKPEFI
# IMPase Li inh: membrane-permeable IMPase blocker, potentiated with lithium. CHO-M1 cells, IP1 TR-FRET (IP-One), carbachol + lithium. Potency, µM (titrated, usually from 59.4 µM), without a hit: at the top dose activity, negative = IMPase inhibition, hits mostly inhibitors. 210,000 compounds, 0.35% hits;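 note: IP1 builds up when IMPase is blocked and the TR-FRET signal falls; potency is the fitted concentration of half-maximal effect; plate controls were basal vehicle for no effect and high inhibitor control for full effect; nearly all actives have a fitted effect of over 50% in size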
#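 IP1 accumulation measured by competitive TR-FRET in lysed CHO-M1 cells after 30 min compound exposure at 37C, with a small lithium addition to potentiate weak responses. Hill-equation AC50 from ratio and donor-channel data.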
# LMNA splice mod: changes lamin A minigene splicing in HeLa cells; 200,000 compounds, 0.01% hits; HeLa LMNA splicing GFP/RFP minigene ratio, 48 h; Potency, µM (series often up to 46.1 µM), for the others: at the highest dose ratio change, negative = inhibition, hits mostly inhibitors; active = well fitted inhibition curve with a large enough effect in the signal ratio, with a control signal flat, not every such curve was filed as active; inconclusive = small, poorly fitted or top-dose-only effect, or effect the other way, or a change in a side signal; the % refers to the signal ratio; note: potency is the fitted concentration of half-maximal effect; % is set by controls: 0 for no effect and ±100 for the full control effect
#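 S3 HeLa cells stably expressing lamin A-EGFP splicing minigene plus DsRed2, 600 cells/well, 48 h compound exposure at 37C. Laser-scanning cytometry; analysed as GFP (500-530 nm)/RFP (575-640 nm) total intensity ratio; 0.5% DMSO vehicle.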
# CBFb-RUNX1 inh: blocks binding between human CBF-beta and RUNX1. Potency, µM (titrated, usually from 59.8 µM), for inactives: at the top dose activity, negative = inhibition, hits mostly inhibitors. AlphaScreen CBFb-His/RUNX1-biotin binding, biochemical. Q01196+Q13951. 230,000 tested, under 10 active; note: % of control where 0% means no effect
# Target sequence (Q01196 whole entry, looked up): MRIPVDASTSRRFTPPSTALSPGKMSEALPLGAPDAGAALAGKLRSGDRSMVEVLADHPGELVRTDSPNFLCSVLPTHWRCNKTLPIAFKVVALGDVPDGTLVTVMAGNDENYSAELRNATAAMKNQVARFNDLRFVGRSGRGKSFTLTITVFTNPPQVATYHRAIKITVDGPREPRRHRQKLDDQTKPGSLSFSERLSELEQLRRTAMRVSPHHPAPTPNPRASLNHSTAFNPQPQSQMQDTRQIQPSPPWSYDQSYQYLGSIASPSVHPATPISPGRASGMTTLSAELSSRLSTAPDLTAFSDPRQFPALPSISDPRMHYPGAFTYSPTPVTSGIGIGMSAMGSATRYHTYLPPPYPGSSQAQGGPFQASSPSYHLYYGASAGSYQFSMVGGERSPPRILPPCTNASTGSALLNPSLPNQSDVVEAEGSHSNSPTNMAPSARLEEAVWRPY
# Target sequence (Q13951 whole entry, looked up): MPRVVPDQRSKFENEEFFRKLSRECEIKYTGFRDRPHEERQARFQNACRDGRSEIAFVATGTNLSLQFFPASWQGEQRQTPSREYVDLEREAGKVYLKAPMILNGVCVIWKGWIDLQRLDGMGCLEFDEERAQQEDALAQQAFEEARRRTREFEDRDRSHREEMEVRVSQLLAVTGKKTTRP
#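 CBF-beta (His) and RUNX1 (biotin), 30 nM each; 20 min preassociation; + compound, 15 min; + beads 50 ng each (Ni, streptavidin), 90 min; RT; AlphaScreen read.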
# KinaseGlo FLuc: counter-screen: inhibitors of Kinase-Glo firefly luciferase | Q27757 | Kinase-Glo luciferase, ATP luminescence, 8 min | Potency, µM (doses to about 38.3 µM), inactives show at the top dose activity change, negative = inhibition, hits mostly inhibitors | 200,000 compounds, 0.28% hits | AID 1379; note: potency is the fitted concentration of half-maximal effect; % is set by controls: 0 for no effect and ±100 for the full control effect; nearly all actives have a fitted effect of over 60% in size
#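 Compounds were added to a substrate mix at pH 7.2 (50 mM imidazole, 10 uM ATP, within the enzyme's linear range), followed by Kinase-Glo detection reagent; luminescence was measured after 8 minutes at ambient temperature.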
# Epigenetic derep: regulators of epigenetic silencing causing reporter derepression in mouse cells. 280,000 compounds, 0.2% hits. Potency, µM (top dose mostly 53.9 µM), for the others: top-dose GFP activation, most hits filed as activators. murine LDR cells, GFP reporter derepression, 30 h; note: potency is the fitted concentration of half-maximal effect; % of control where 0% means no effect; nearly all actives have a fitted effect of over 60% in size
#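 In this reporter-derepression format, murine cells bearing a silenced integrated CMV-GFP locus incubate with test compound (30 h, 37 C), then are washed and imaged; fluorescent objects of 20–120 um count as induced cells.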
# aGal spleen mod: alpha-galactosidase A (human) modulation; Potency, µM (highest dose often 80 µM), inactives show at the top dose activity change, negative = inhibition, actives largely listed as inhibitors; 240,000 compounds, 0.008% hits; human spleen homogenate, 4MU-alpha-Gal fluorescence, 40 min;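 note: potency is the fitted concentration of half-maximal effect; 0% = enzyme with vehicle and -100% = no enzyme basal signal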
#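 Human spleen homogenate (1 ug) was the enzyme source, with 4-methylumbelliferyl-alpha-D-galactopyranoside (1 mM final) in pH 5.0 citrate buffer with 0.01% Tween-20. Compounds were titrated; after 40 min at 37C, NaOH/glycine stop, 4-MU fluorescence read; AC50 from Hill fits.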
# * = called active by the depositor; ? = inconclusive; . = no result given; [ ] = dose if it differs, or a comment. Unless noted, calls come from the whole dose curve; as a rule, active = well fitted curve in the direction sought with a large enough effect; inconclusive = small, poorly fitted or top-dose-only effect, or another doubt; inactive = no such curve, though single readings can be large; an effect the other way counts as inactive or inconclusive. This is a subset; the hit share may differ from the screen's.
SMILES,NPSR antag,IMPase Li inh,LMNA splice mod,CBFb-RUNX1 inh,KinaseGlo FLuc,Epigenetic derep,aGal spleen mod
O=C1Cc2ccccc2C(c2ccccc2)N1 (stereo not given),-9%[46.1 µM],24%[38.3 µM],3%,5%,-2%,-5.5%,-7%
CCOc1ccc(C(=O)CC(=O)C(=O)NCCc2ccc(OC)c(OC)c2)cc1,-2%,-1%,-16%,-5%,0%,0.0%,-1%
Brc1ccc(-c2nc(-c3cccnc3)no2)o1,13%[46.1 µM],-2%[38.3 µM],-1%,-4%,-27%,0.7%,16%
Cc1ccc2c(c1)c1c(n2C)C(C(N)=O)CCC1 (stereo not given),-6%[46.1 µM],3%,-8%,-3%,-3%,1.8%,1%
O=C(c1csnn1)N1CCC2(CCCN(c3ccncc3)C2)CC1,.,25%,.,.,1%,.,0%
COc1ccc(CNc2nc3ccccc3n2CCN2CCOCC2)cc1,2%[46.1 µM],-1%,?,1%,2%,-2.0%,5%
CCOC(=O)c1c(-c2ccccc2)csc1NC(=O)c1ccc(N2C(=O)CCC2=O)cc1,-3%[46.1 µM],?,1%,-10%,1%,-4.6%,14%
CC1CC1C(=O)OCC(=O)NC(=O)NCc1ccco1 (stereo not given),-4%[46.1 µM],-3%[38.3 µM],7%,-7%,3%,-3.6%,-12%
O=C(CSCc1ccc(Br)cc1)Nc1ccc(S(=O)(=O)N2CCOCC2)cc1,-15%[46.1 µM],-1%[38.3 µM],?,-1%,-2%,0.0%,8%
CCCCNC(=O)CSc1nc2ccccc2c(=O)n1C1CCCC1,?,15%[38.3 µM],?,3%,-3%,3.8%,-1%
CS(=O)(=O)N1CCN(C(=S)NCc2ccc(F)cc2)CC1,4%,-6%,-3%,2%,5%,0.1%,2%
COC(=O)c1cnc(NNC(=O)c2ccc([N+](=O)[O-])cc2)nc1C(F)(F)F,1%,.,.,4%,.,0.0%,3%
COc1nc(-c2ccc(Cl)cc2)ccc1-c1noc(-c2ccco2)n1,-14%[46.1 µM],14%[38.3 µM],5%,-3%,-7%,-7.1%,-2%
Cc1cc(C)n(C(=O)c2ccc(Cn3nc(C)c(Br)c3C)o2)n1,13%[46.1 µM],7%,-7%,0%,-1%,-0.8%,3%
Nc1ccc2nc(SCC(=O)Nc3ccc(N4CCOCC4)c(Cl)c3)sc2c1,15%,14%,-22%,-1%,-2%,-1.9%,-3%
CCOC(=O)OCC1OC(C#Cc2ccccc2)C=CC1OC(=O)OCC (stereo not given),.,.,.,0%[13.1 µM],.,11%[10.1 µM],-3%[17.5 µM]
O=C(CNC(=S)N(Cc1ccccc1F)C1CCCCC1)NCCCN1CCOCC1,2%,-6%,?,10%,3%,-0.7%,2%
COc1cc2c3c(c1)/C(=C1/SC(=S)NC1=O)C(=O)N3C(C)(C)C=C2C,11%,0%,1%,-12%,-1%,0.0%,-12%
CC(N)CCCC(C)(C)O (stereo not given),.,9%,.,8%,-4%,-0.5%,-8%
CCOc1cccc(OCCCCN2CCCCC2)c1,1%[46.1 µM],7%[38.3 µM],4%,-1%,-5%,-5.9%,5%
CO/N=C/CC(=O)c1ccc(-c2ccccc2)cc1,-6%,1%,?,4%,-3%,2.6%,-6%
CN(C)S(=O)(=O)Oc1cccc(C(=O)Nc2ccccc2Cl)c1,-5%[46.1 µM],10%[38.3 µM],3%,11%,1%,-2.9%,0%
CCOC(=O)c1ccc(NC(=O)c2ccccc2C)cc1,-12%,-6%,1%,10%,-11%,-4.9%,-3%
N#Cc1ccccc1NC(=O)COC(=O)/C=C/c1cn(-c2ccccc2)nc1-c1ccc(Cl)cc1,-14%,4%,.,1%,3%,1.2%,2%
CCC(=O)N(C)CCc1cc2c(c(OC)c1/C=N/NC(=O)c1ccccc1O)OCO2,-20%,11%,-3%,5%,0%,-1.9%,-9%
COc1ccc(C(=O)Nc2cnn(Cc3ccc(Cl)cc3)c2)cc1OC,-19%,5%,?,2%,-2%,3.2%,2%
O=C(O)c1cc(O)ccc1-c1ccc(O)cc1,12%[46.1 µM],-12%[38.3 µM],-4%,7%,-2%,-1.2%,8%
C[C@@]12C(=O)OC(=O)[C@]1(C)[C@H]1CC[C@@H]2O1,.,17%,?,-15%[21.7 µM],-3%[17.1 µM],?,11%[29.1 µM]
CCCCCCCN=CC1=C(O)CC(c2ccccc2)CC1=O (stereo not given),-19%,3%,?,6%,-7%,14%,0%
COC(=O)c1ccccc1S(=O)(=O)N(Cc1cc2ccc(OC)cc2[nH]c1=O)CC1CCCO1 (stereo not given),-12%[46.1 µM],28%[38.3 µM],3%,5%,0%,-2.1%,-5%
O=c1oc2cc(Oc3c([N+](=O)[O-])cc(C(F)(F)F)cc3[N+](=O)[O-])ccc2c2c1CCCC2,-5%[46.1 µM],-3%[38.3 µM],-7%,-5%,-3%,3.2%,?
COC(=O)c1cc(NS(=O)(=O)c2ccc(NC(C)=O)cc2)ccc1Cl,11%,.,.,12%,.,3.8%,-9%
O=C(O)c1cccc(S(=O)(=O)N(Cc2ccccc2)c2ccccc2)c1,-24%,3%,?,29%,3%,-1.4%,3%
Cc1nnc(SCC(=O)NCC2CCCO2)n1-c1ccccc1 (stereo not given),1%[46.1 µM],-12%[38.3 µM],-4%,-2%,0%,0.7%,9%
N/C(=N\OC(=O)CCCOc1ccccc1)c1ccc(Br)cc1,-2%[46.1 µM],-1%[38.3 µM],-5%,?,-2%,-1.2%,-3%
Cc1nn(CC(=O)NCc2ccccc2)c(C)c1[N+](=O)[O-],-16%[46.1 µM],-7%[38.3 µM],3%[0.0737 µM],5%,-5%,0.0%,-3%
COc1ccc2c(c1)-c1nc(/N=C/c3ccccc3O)sc1CC2,12%,-1%,-15%,-16%,-3%,0.0%,-14%
CN(Cc1ccccc1)c1ncc(C=O)s1,-15%,-6%,.,20%,3%,-5.9%,5%
Cc1ccccc1OCC(=O)Nc1ccc2c(c1)Cc1ccccc1-2,-21%[46.1 µM],.,-9%,4%,.,0.0%,2%
CC1/C(=N/O)C(CN(C)C)C2CC1C2(C)C (stereo not given),-13%[46.1 µM],37%[activator][38.3 µM],-3%,-4%,2%,-0.9%,4%

# Reprinted from the part before: three entries; new compounds follow.
SMILES,NPSR antag,IMPase Li inh,LMNA splice mod,CBFb-RUNX1 inh,KinaseGlo FLuc,Epigenetic derep,aGal spleen mod
CN(Cc1ccccc1)c1ncc(C=O)s1,-15%,-6%,.,20%,3%,-5.9%,5%
Cc1ccccc1OCC(=O)Nc1ccc2c(c1)Cc1ccccc1-2,-21%[46.1 µM],.,-9%,4%,.,0.0%,2%
CC1/C(=N/O)C(CN(C)C)C2CC1C2(C)C (stereo not given),-13%[46.1 µM],37%[activator][38.3 µM],-3%,-4%,2%,-0.9%,4%
Cc1cc(C)nc(Nc2ccc(N3CCOCC3)cc2)n1,-23%[46.1 µM],16%[38.3 µM],0%,1%,-2%,0.0%,8%
CCN(CC)S(=O)(=O)c1cccc(-c2n[nH]c(=S)n2/N=C/c2ccc(C(=O)OC)cc2)c1,-47%,10%,2%,-25%,-1%,0.0%,-2%
O=[N+]([O-])c1ccc(N/N=C2\CC3CC=CC23)cc1 (stereo not given),1%,2%,.,-12%,-2%,0.3%,7%
CCc1ccccc1NC(=O)COc1cccc2ccc(C)nc12,7%,1%,?,-4%,-1%,-1.9%,6%
O=C(NCc1cccs1)C1CCN(S(=O)(=O)c2ccccc2F)CC1,8%,.,.,2%,.,-1.4%,7%
Cc1noc(C)c1C(=O)N1CCC[C@@]2(CCN(c3ncccn3)C2)C1,.,-4%,.,.,0%,.,-4%
Cc1cccc(NC(=S)N2N=CCC2c2ccccc2)c1 (stereo not given),1%[46.1 µM],-7%[38.3 µM],9%,-6%,-3%,-0.2%,1%
CCOC(=O)c1c(C)n(C)c2ccc(OC)c(NC(=O)CN3CCN(C4CCCCC4)CC3)c12,14%[46.1 µM],36%[activator][38.3 µM],-4%,0%,-1%,0.7%,-6%
CC1CC(C)CN(CCCNC(=O)Cc2c(C(=O)O)[nH]c3ccccc23)C1 (stereo not given),4%[46.1 µM],-1%[38.3 µM],4%,5%,-1%,2.9%,0%
O=C1c2cccnc2-c2ncccc21,-4%[46.1 µM],-1%[38.3 µM],8%,-1%,-4%,-1.1%,2%
O=C1OC(Nc2ccc(F)cc2F)c2ccccc21 (stereo not given),18%[46.1 µM],11%[38.3 µM],2%,6%,-1%,0.0%,-1%
O=C(NCc1ccco1)C1Cc2ccccc2CN1C(=O)c1ccco1 (stereo not given),5%,-3%,.,-10%,2%,-1.9%,0%
CCOC(=O)c1cnc(-c2ccccc2O)nc1Cl,-14%,-14%,.,-9%,.,-0.2%,-4%
COc1cc(C(=O)N2CCN(C(=O)c3ccccc3)CC2)cc(OC)c1OC,-2%[46.1 µM],-10%[38.3 µM],9%,0%,-3%,-4.5%,-1%
CCOC(=O)CSC1=N/C(=C\c2cc(OC)c(OC)c(OC)c2)C(=O)N1C,-5%,6%,1%,-5%,1%,3.4%,2%
C=CCNC(=S)NCC=C,13%,.,.,10%,.,-1.1%,-2%
CN(CC(=O)Nc1cccc([N+](=O)[O-])c1)S(=O)(=O)c1ccccc1,-6%,5%,7%[46 µM],2%,-1%,1.1%,1%
O=C1/C(=C/N(C(=O)c2ccco2)c2ccc(Br)cc2)Sc2ccccc21,-40%,3%,-1%,-5%,-20%,-0.9%,2%
Cc1cccc(N=C2NN=C(c3c[nH]c4ccccc34)CS2)c1,-22%,10%,?,-1%,1%,2.6%,3%
Cc1ccc(OCC(=O)NC(=S)Nc2ccc(Br)cn2)cc1,7%,.,.,0%,.,-1.0%,1%
C=CCn1c(N)c(C(=O)OC(C)CC)c2nc3ccccc3nc21 (stereo not given),-25%[46.1 µM],2%[38.3 µM],?,22%,-3%,-1.7%,?
Cc1cc(C)n2nc(SCCC(=O)NCc3ccccc3)nc2n1,11%,6%,.,-8%,-1%,-2.6%,0%
O=C(COC(=O)c1ccc(Cl)s1)c1cc2ccccc2o1,-12%[46.1 µM],17%[38.3 µM],-6%,?,-5%,-2.3%,-11%
CC(=O)Nc1ccc(SCC(=O)Nc2cc(C)on2)cc1,10%,18%,?,30%,2%,-1.8%,5%
Cc1cc([N+](=O)[O-])ccc1NC(=O)c1ccco1,-12%,15%,.,11%,-1%,-1.1%,-7%

# Screening results from PubChem BioAssay.
